# PP1 counter – PP1-alpha phosphatase inhibitors, primary screen, counter-screen for PP5 inhibitor project, biochemical, fluorescence, OMFP substrate, single point | purified PP1alpha | inhibition, % at 6.7 µM | 0.9% of 320,000 active | AID 2235, 2010;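 active means inhibition above the mean inhibition of all tested compounds plus 3 SD, computed separately for each screening campaign, cut at about 15% in these data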
# Target sequence (P62136 whole entry, looked up): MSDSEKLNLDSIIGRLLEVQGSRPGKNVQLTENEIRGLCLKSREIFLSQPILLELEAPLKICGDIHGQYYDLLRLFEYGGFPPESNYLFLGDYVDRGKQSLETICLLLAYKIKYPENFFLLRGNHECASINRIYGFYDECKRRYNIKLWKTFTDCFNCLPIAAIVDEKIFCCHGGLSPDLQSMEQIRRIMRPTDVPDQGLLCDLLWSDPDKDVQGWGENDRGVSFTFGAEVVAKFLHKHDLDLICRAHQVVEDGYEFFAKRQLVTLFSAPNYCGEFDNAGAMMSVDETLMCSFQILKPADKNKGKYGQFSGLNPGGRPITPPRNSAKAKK
# PP5 inh – PP5 phosphatase inhibitors, primary screen, biochemical, fluorescence | inhibition, % at 6.7 µM | 0.18% of 320,000 active | AID 1987, 2009 | purified PP5c, OMFP substrate fluorescence;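 active means inhibition above the campaign's mean inhibition across all tested compounds plus 3 SD, cut at about 9.5% in these data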;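 further: 0% = DMSO only and 100% = 100 µM cantharidin control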
# Target sequence (P53041 whole entry, looked up): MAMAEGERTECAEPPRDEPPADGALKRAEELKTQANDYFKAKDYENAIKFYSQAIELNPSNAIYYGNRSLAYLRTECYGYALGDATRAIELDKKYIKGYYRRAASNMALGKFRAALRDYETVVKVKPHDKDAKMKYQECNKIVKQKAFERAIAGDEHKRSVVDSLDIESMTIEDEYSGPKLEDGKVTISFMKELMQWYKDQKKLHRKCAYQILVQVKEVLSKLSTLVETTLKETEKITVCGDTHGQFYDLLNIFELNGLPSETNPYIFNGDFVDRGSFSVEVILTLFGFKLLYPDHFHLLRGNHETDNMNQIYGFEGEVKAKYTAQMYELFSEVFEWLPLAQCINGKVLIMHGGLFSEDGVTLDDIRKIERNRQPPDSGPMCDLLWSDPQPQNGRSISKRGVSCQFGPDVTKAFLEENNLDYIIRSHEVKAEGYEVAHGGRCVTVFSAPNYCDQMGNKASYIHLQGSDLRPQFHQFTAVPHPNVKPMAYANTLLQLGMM
# EBNA-1 inh – EBNA-1 DNA-binding inhibitors, primary screen, biochemical, fluorescence polarization | inhibition, % at 14.8 µM | 0.34% of 300,000 active; in the data active means inhibition above about 28%
# CTSL1 counter – Fasciola hepatica cathepsin L1 inhibitors, primary screen, counter-screen for PFM18AAP inhibitor project, biochemical, QFRET, fluorogenic peptide substrate; AID 1906, 2009; inhibition, % at 5.96 µM; recombinant F. hepatica cathepsin L1, Z-Leu-Arg-MCA fluorescence; 0.49% of 300,000 active;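 active means inhibition above the mean of all tested compounds plus 3 SD, set per screening campaign, cut at about 17% in these data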;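 further: 0% = plate median of test compound wells and 100% = 1 µM Z-Phe-Ala-diazomethylketone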
# core dimer inh – inhibitors of HCV core protein dimerization, primary screen, biochemical, TR-FRET, high-throughput; TR-FRET GST/Flag-core106 dimerization, 1536-well; inhibition, % at 5 µM; 0.33% of 300,000 active; AID 1899, 2009;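 active means inhibition above the mean of all tested compounds plus 3 SD, set per screening campaign, cut at about 45% in these data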
#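 Assay system: GST-tagged and Flag-tagged HCV core protein residues 1-106 / Times: compound-protein-antibody incubation 4 h at 22.5 °C / Signal: time-resolved FRET, ex 340 nm, em 617 and 671 nm / Evaluation: % inhibition based on acceptor/donor emission ratio / Benchmarks: wells lacking GST-core106 and wells with excess unlabelled core106 / Repeats: singlicate, one well per compound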
# Efflux pump mplx – inhibitors of Candida efflux pumps in yeast, primary screen, S. cerevisiae, Nile Red, multiplex. inhibition, % at 10 µM. 0.44% of 330,000 active. S. cerevisiae Candida pump triplex;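 active means plate passing quality check with inhibition over a set limit, or well fluorescence over plate mean plus 4 SD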;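 further: Nile Red retained in pooled yeast measured as flow cytometry median fluorescence; 0% = buffer negative control and 100% = Enniatin B positive control; higher means more Nile Red kept so more efflux inhibition; some compounds called inactive have numbers as strong as hits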
# TPT1 inh – Candida albicans TPT1 enzyme inhibitors, primary screen, biochemical, fluorescence polarization | recombinant caTPT1, FP RNA substrate dephosphorylation | inhibition, % at 5 µM | 0.81% of 300,000 active;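 active means inhibition above the mean of all tested compounds plus 3 SD, set per screening campaign, cut at about 24% in these data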;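 further: plate controls were DMSO alone for no effect and ferristatin control at 100 nM for full effect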
# PREPL inh – PREPL enzyme inhibitors, primary screen, biochemical, fluorescence polarization | Prolyl endopeptidase-like (Homo sapiens), Q4J6C6 | recombinant PREPL, fluorescence polarization activity-based probe | inhibition, % at 5.96 µM | 0.68% of 320,000 active | AID 2751, 2010; in the data active means inhibition above about 43%;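 further: 0% = enzyme with DMSO and 100% = wells lacking enzyme; many of its hits are not listed in these tables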
# ZTA counter – blocks Epstein-Barr virus ZTA, an EBNA-1 counter-screen; 0.15% of 320,000 active; ZTA-DNA binding, fluorescence polarization; AID 2234; P03206; inhibition, % at 11 µM; in the data active means inhibition above about 33%
# Target sequence (P03206 whole entry, looked up): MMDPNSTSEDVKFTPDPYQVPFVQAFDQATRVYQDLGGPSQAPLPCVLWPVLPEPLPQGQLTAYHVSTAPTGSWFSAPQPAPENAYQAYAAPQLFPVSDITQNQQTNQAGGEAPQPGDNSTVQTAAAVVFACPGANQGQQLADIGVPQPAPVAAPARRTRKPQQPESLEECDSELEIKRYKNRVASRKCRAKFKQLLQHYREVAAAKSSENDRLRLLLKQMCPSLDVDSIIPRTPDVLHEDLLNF
# The depositor's hits bear a star; . = no result given. An excerpt, so the mix of outcomes need not match the whole.
SMILES,PP1 counter,PP5 inh,EBNA-1 inh,CTSL1 counter,core dimer inh,Efflux pump mplx,TPT1 inh,PREPL inh,ZTA counter
CCCNC(=O)c1onc(CSc2ccc(Cl)cc2)c1C(=O)NCCOC,-2,0.2,-5,-2,-2,-0.1,-1,-5,-11
COCCn1c(=NC(=O)/C=C/c2ccccc2Cl)sc2cc(NC(C)=O)ccc21,9,-0.4,-23,2,15,-8.5,-4,6,-1
CSc1nsc(/C=C/Nc2ccc(F)cc2F)c1C#N,0,3.5,-3,0,-25,0.3,54*,9,-7
COc1ccccc1N1C(=S)NC2CS(=O)(=O)CC21 (stereo not given),-2,0.5,-8,-1,3,0.1,-2,-4,-7
CC(C(=O)N1CCc2ccccc21)N1CCN(S(=O)(=O)c2ccc(C(F)(F)F)cc2)CC1 (stereo not given),2,2.8,.,.,.,0.7*,.,11,0
COC(C#CCCN(C)C)(c1ccccc1)c1ccccc1,2,2.6,-14,2,-10,0.2,1,0,5
CCc1ccc(Oc2nc([N+](=O)[O-])nn2C)cc1,2,0.0,8,2,-9,-0.1,-1,12,-10
Cc1oc(C)c(S(=O)(=O)NCc2cccs2)c1C(=O)O,-6,-1.2,6,-1,1,-0.1,-1,-4,0
COc1ccc(N(CC(=O)Nc2ccc3c(c2)OCO3)S(=O)(=O)c2c(C)nn(C)c2C)cc1,0,1.1,-6,4,2,0.1,-1,22,8
CC(C(=O)N1CCN(C(=O)c2ccco2)CC1)N1C(=O)NC2(CCCCC2C)C1=O (stereo not given),-4,-0.5,.,.,.,0.2,.,2,1
O=C(CNC(=O)c1ccc(Cl)cc1)NC(CO)c1ccccc1 (stereo not given),-3,-1.1,6,2,0,-0.1,-2,4,4
CCCC1N2CC3([N+](=O)[O-])CN1CC([N+](=O)[O-])(C2)C3(C)C (stereo not given),-1,-0.3,7,-2,6,.,4,1,9
Cc1c(Cc2ccccc2)c(=O)oc2c(C)c(OCC(=O)N3CCC(C(=O)O)CC3)ccc12,-1,1.3,11,3,5,0.2,-5,7,6
CCOc1ccccc1/C=C(/NC(=O)c1ccccc1)C(=O)N1CCCCC1,-6,0.6,-4,0,-3,0.1,2,8,-10
C=CCNC(=O)c1scc2c1CCCC2,-4,2.1,0,-2,-2,0.0,-4,0,12

# Filtered by structure, the entries above with an aryl thioether with sulfur outside any ring.
SMILES,PP1 counter,PP5 inh,EBNA-1 inh,CTSL1 counter,core dimer inh,Efflux pump mplx,TPT1 inh,PREPL inh,ZTA counter
CCCNC(=O)c1onc(CSc2ccc(Cl)cc2)c1C(=O)NCCOC,-2,0.2,-5,-2,-2,-0.1,-1,-5,-11
CSc1nsc(/C=C/Nc2ccc(F)cc2F)c1C#N,0,3.5,-3,0,-25,0.3,54*,9,-7

# Remaining list, next part.
SMILES,PP1 counter,PP5 inh,EBNA-1 inh,CTSL1 counter,core dimer inh,Efflux pump mplx,TPT1 inh,PREPL inh,ZTA counter
Cc1ccc(NC(=O)[C@@H](CC(C)C)NC(=O)[C@@H]2Cc3ccccc3CN2)cc1,-2,-2.1,-2,0,9,-0.7,-1,8,0
COC(=O)Cn1c(=O)c(=O)n(CC(=O)OC)c2ccccc21,-1,-1.0,1,-2,-2,-0.1,0,7,7
O=S(=O)(c1ccccc1)N1CCN(c2ccccc2)CC1,1,0.4,7,1,-4,0.1,1,-19,-2
COc1ccc2c(c1OC)C(=O)N(c1ccc(C)cc1)C2=O,1,1.6,0,1,-1,0.0,-1,19,-2
CC(=O)Nc1ccc(S(=O)(=O)NC(C)c2nc(-c3ccccc3)no2)cc1 (stereo not given),-2,0.7,-9,3,-13,0.1,-8,-1,-23
N#Cc1ccccc1-c1ccccc1C(=O)N1CCCCC1,-2,2.5,3,-3,0,-0.1,-3,-17,-1
O=c1oc2c(CN3CCOCC3)c(O)ccc2c2c1CCC2,0,4.3,3,2,3,0.1,2,8,-3
O=C(CNS(=O)(=O)c1ccccc1)NCC(=O)OCc1ccc(C(=O)c2ccccc2)cc1,0,-1.6,-1,-2,2,0.0,3,16,3
Cc1cccc(NC(c2ccc(O)cc2)c2ccc3ccc(C)nc3c2O)n1 (stereo not given),0,0.0,4,2,0,0.3,1,2,-13
O=C1CSC(=Nc2cccc([N+](=O)[O-])c2)N1,-1,2.6,-1,4,-2,0.2,1,13,0
CCOC(=O)C1=C(CSc2nc(C)cc(C)c2C#N)OC(N)=C(C#N)C1c1cccs1 (stereo not given),-1,1.6,-1,22*,0,-0.1,6,-2,-29
Cc1cc2ncn(C(=O)c3c(-c4c(Cl)cccc4Cl)noc3C)c2cc1C,0,-1.4,3,-3,-5,-0.1,-8,-13,6
CCCOC(=O)c1sc2nc3c(cc2c1N)C(=O)CCC3,-3,3.4,-5,0,-1,0.0,2,8,6
CCOC(=O)/C(=C/c1ccco1)NC(=O)c1ccc(Br)o1,1,3.5,-15,5,-7,0.1,0,0,-18
COc1ccc(NS(=O)(=O)c2ccc(NC(=O)c3ccc(Br)cc3)cc2)nn1,-7,-2.2,8,2,-1,-0.1,-1,-9,13
Cc1cc(NS(=O)(=O)c2ccc(NC(=O)CCc3ccccc3)cc2)no1,6,1.6,-4,-2,4,0.1,0,2,7
COC(=O)c1ccccc1NC(=O)CN(c1ccc(C)cc1)S(C)(=O)=O,1,0.3,-7,0,11,-0.1,0,5,13
CCCCn1c(N)c(N(CC(C)C)C(=O)CC2CCCC2)c(=O)[nH]c1=O,-2,0.7,6,-5,2,-0.1,4,9,3
CNC(=S)N(CCc1c(C)[nH]c2ccc(F)cc12)Cc1cccnc1,0,-0.4,3,3,7,-0.5,-2,-31,17
O=C(c1ccco1)N1CCN(Cc2cn[nH]c2-c2ccc(F)cc2F)CC1,-2,-1.5,5,1,-3,0.0,-2,2,13
COc1ccc(CN2C(=O)c3cccnc3C2=O)cc1S(=O)(=O)NCc1ccco1,-1,1.6,5,-1,6,0.0,-1,-4,-7
Cc1ccc(S(=O)(=O)Nc2ccc(Cl)cc2)cc1NC(=O)Cn1cnc2c1c(=O)n(C)c(=O)n2C,-3,2.6,3,2,6,0.0,5,-5,-2
CCc1ccc(NC(=S)NCC2CCCN2CC)cc1 (stereo not given),-8,-0.8,0,-1,-2,0.0,3,-5,2
O=C(COc1ccccc1N1C(=O)c2ccccc2C1=O)c1ccc(Cl)cc1,-1,-3.1,-1,-1,3,-0.1,2,-25,-3
O=C(c1cc2nc(-c3ccco3)cc(C(F)(F)F)n2n1)N1CCN(Cc2ccccc2)CC1,3,4.1,7,4,16,0.0,-3,-17,-5
O=C(NCCc1ccccc1)c1cc(-c2ccccc2)c(N2CCOCC2)s1,-4,5.7,-7,-5,24,0.6,-1,8,11
O=C(Nc1ccc(F)cc1F)c1csc(-c2ccncc2)n1,-2,0.3,4,2,6,-0.1,0,3,5
Cc1cc2[nH]c(=O)c(=O)[nH]c2cc1S(=O)(=O)Nc1cccc(Cl)c1C,-3,-0.3,3,0,-3,0.0,-2,-3,7
CCOc1ccc(S(=O)(=O)N(CC)CC(=O)N2CCCC2)cc1,-2,2.4,-2,0,2,0.1,3,2,13
CCOC(=O)c1c(C)[nH]c(C(=O)OCC(=O)NC(C)(C)C)c1C,3,0.2,12,-2,-4,0.0,0,-3,-7

# Only ZTA counter, core dimer inh and PP5 inh, for two of the compounds above:
mol	ZTA counter	core dimer inh	PP5 inh
O=C(c1ccco1)N1CCN(Cc2cn[nH]c2-c2ccc(F)cc2F)CC1	13	-3	-1.5
COc1ccc(CN2C(=O)c3cccnc3C2=O)cc1S(=O)(=O)NCc1ccco1	-7	6	1.6

# (listing goes on)
SMILES,PP1 counter,PP5 inh,EBNA-1 inh,CTSL1 counter,core dimer inh,Efflux pump mplx,TPT1 inh,PREPL inh,ZTA counter
CCOC(=O)c1cn(-c2ccc(F)c(F)c2F)c2c(F)c(F)c(F)cc2c1=O,0,2.6,0,-2,-2,0.1,-1,-1,-4
COc1ccc(NC(=O)C2CCN(S(C)(=O)=O)CC2)c(OC)c1,-4,-4.0,4,-2,8,-0.1,0,4,4
CSCC(C)N1CCC(CO)(CCCc2ccccc2)CC1 (stereo not given),-11,1.2,-20,-7,-5,0.1,3,12,11
Cc1cc(NC(=O)c2ccc(NC(=O)C(C)Oc3ccccc3)cc2)no1 (stereo not given),-2,4.1,11,-4,0,0.1,3,2,-21
CCC(C)(C)NC(=O)C(c1ccc(OC)cc1)N(C(=O)CCC(=O)Nc1cc(C)on1)c1cc(OC)ccc1OC (stereo not given),0,3.6,-1,2,7,-0.2,0,5,15
Cc1ccc(/C=N/NC(=O)c2cc(-c3ccc(C)o3)[nH]n2)cc1,4,1.7,3,0,-7,-0.1,0,4,-17
NC(=O)Cc1nc(-c2ccc(F)cc2)cs1,-6,-0.7,-12,-2,6,0.1,2,-9,2
Cc1c(C(=O)NCc2ccccc2)oc2c1C(=O)CCC2,2,-0.9,2,-1,-1,0.0,-4,5,-1
COc1ccc(/C=C/C(=O)OC(C)CN2CCOCC2)cc1 (stereo not given),-5,1.7,-7,-4,0,0.1,-2,-4,7
O=C(CCS(=O)(=O)Cc1ccccc1)N1CCN(c2ccccc2)CC1,-6,-3.0,2,4,-2,0.1,-1,11,4
Cc1ccnc(SCc2cc(=O)c(OC(=O)c3ccc(Br)o3)co2)n1,-2,0.2,-5,-15,-9,0.1,6,24,9
Cc1ccc(S(=O)(=O)CC(=O)NCc2ccccc2)cc1,1,0.1,-12,5,-18,-0.1,0,11,-8
O=C(Nc1cccc(S(=O)(=O)NC2=NCCCCC2)c1)c1cc(-c2ccc(Cl)cc2)nc2ccccc12,0,2.9,6,-1,15,-0.1,1,9,17
O=C(NCc1ccc(F)cc1)C1CCN(C(=O)NCc2ccccc2)CC1,0,0.9,-10,-2,4,0.0,-2,3,-8
Cc1oc(CSCC2CCCO2)cc1C(=O)O (stereo not given),-2,1.7,-6,-5,-5,0.0,-4,0,2
COc1cccc(/C=N\NC(=O)c2cc(OCC(F)(F)F)ccc2OCC(F)(F)F)c1,1,1.6,1,4,1,0.0,0,-1,7
S=c1sc2c(N3CCN(Cc4ccccc4)CC3)ncnc2n1-c1ccccc1,3,4.0,-6,-1,-3,-0.1,-2,-18,-3
CCOC(=O)c1ccccc1NC(=O)c1ccc(F)cc1,1,1.5,-1,-4,2,0.0,-3,11,-20
COc1ccc(/C=N/NC(=O)c2ccc3c(c2)OCCO3)c(OC)c1,-5,3.1,-2,2,12,-0.1,-3,1,8
CC(=O)Nc1ccc(S(=O)(=O)N=S(C)C)cc1,-5,1.3,9,-4,-2,0.2,-5,4,-22
Cn1c(Cn2nnc3ccccc32)nnc1SCC(=O)N1CCc2ccccc21,-2,3.1,-6,0,-11,-0.1,-6,3,-12
CCOc1ccc(NC(=O)NNC(=O)C2CCC(C(C)(C)C)CC2)cc1 (stereo not given),-2,1.6,-2,3,-1,-0.1,-3,25,0
CC(=O)c1cccc(NC(=O)CCNC(=O)c2cccc(C)c2)c1,-5,0.1,-4,-3,-13,0.0,-2,-1,-12
CCOC(=O)C1CCN(C(=O)C2COc3ccccc3O2)CC1 (stereo not given),1,-0.8,-13,-2,-9,0.0,-5,14,-18
CC(C)CCNC(=O)NC(=O)COC(=O)CNC(=O)C1CCCCC1,-2,-1.3,3,26*,-14,0.0,0,3,1
CCOC(=O)c1cc2c(=O)n3ccccc3nc2n(CC(C)C)c1=NC(=O)c1c(-c2c(F)cccc2Cl)noc1C,0,3.7,-12,1,13,-0.1,3,16,-13
Cc1[nH]c2ccccc2c1/C=N/NC(=O)c1cc(C(C)(C)C)[nH]n1,3,4.7,-5,-1,-2,0.5,0,20,-25

# Compound activity as filed in PubChem.
